Tau fibril ThT: tau fibrillization inhibition (ThT binding); recombinant tau K18 P301L, heparin-induced fibrillization, ThT fluorescence; Potency, µM (doses to about 57.4 µM), for inactives: at the top dose activity, negative = inhibition, usual class: inhibitors; 2.1% of 270,000 active; P10636; note: % is set by controls: 0 for no effect and ±100 for the full control effect; nearly all actives have a fitted effect of over 55% in size
Target sequence (P10636 561-689 P618L limits assumed): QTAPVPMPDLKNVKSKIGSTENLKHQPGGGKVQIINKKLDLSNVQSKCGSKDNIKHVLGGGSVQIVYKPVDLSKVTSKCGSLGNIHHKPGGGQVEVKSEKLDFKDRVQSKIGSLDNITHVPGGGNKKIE
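Heparin-induced (20 uM) aggregation of recombinant human K18 P301L tau, 15 uM unlabeled with 0.24 uM labeled, pH 7 acetate buffer, 6 hr at 37 C with compound. Fibrils quantified by 30 uM ThT fluorescence after 1 hr ambient incubation.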
Tau fibril FP: blocks human tau fibril formation measured by polarization; P10636; K18 P301L tau heparin fibrillization, Alexa594 FP, 6 h; Potency, µM (series often up to 57.7 µM), for the others: at the highest dose activity, negative = inhibition, actives largely listed as inhibitors; 0.39% of 280,000 active; AID 1468; note: % is set by controls: 0 for no effect and ±100 for the full control effect; nearly all actives have a fitted effect of over 55% in size
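Recombinant K18 P301L […], labeled with Alexa 594 at 0.24 uM over 15 uM unlabeled; heparin inducer 20 uM final; 37 C, 6 hr; FP endpoint.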
L3MBTL1 block: blocks human L3MBTL1; Q9Y468; AlphaScreen L3MBTL1–H3K9me1 peptide binding; Potency, µM (doses to about 57.1 µM), for the others: top-dose activity, negative = inhibition, hits mostly inhibitors; 0.66% of 230,000 active; note: % is set by controls: 0 for no effect and ±100 for the full control effect; nearly all actives have a fitted effect of over 60% in size
Target sequence (Q9Y468 whole entry, looked up): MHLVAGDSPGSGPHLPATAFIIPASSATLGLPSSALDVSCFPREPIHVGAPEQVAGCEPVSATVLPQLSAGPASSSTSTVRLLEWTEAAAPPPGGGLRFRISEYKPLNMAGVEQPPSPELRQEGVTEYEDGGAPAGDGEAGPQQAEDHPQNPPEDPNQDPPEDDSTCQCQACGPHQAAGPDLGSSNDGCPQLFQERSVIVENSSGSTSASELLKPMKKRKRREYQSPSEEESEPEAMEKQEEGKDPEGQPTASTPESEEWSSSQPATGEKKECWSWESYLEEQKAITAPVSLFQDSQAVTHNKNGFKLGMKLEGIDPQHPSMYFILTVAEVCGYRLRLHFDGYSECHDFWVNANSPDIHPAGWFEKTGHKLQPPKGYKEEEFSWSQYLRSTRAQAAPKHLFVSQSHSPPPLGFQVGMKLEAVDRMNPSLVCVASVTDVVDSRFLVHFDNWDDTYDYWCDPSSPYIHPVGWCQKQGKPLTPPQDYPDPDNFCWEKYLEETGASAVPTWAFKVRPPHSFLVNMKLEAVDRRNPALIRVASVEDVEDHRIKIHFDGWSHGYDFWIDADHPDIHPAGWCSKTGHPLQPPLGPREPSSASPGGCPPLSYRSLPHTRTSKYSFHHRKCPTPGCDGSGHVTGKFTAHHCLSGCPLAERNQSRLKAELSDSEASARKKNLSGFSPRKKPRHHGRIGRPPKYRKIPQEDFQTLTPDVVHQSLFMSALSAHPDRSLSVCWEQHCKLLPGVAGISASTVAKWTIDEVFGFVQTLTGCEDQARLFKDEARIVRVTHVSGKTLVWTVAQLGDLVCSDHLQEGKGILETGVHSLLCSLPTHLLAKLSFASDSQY
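Displacement of a biotinylated histone H3(1-15) peptide monomethylated at Lys9 (75 nM) from L3MBTL1 (50 nM) was measured by AlphaScreen after a 30 min room-temperature compound incubation; cefsulodin titration served as intraplate control.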
TexasRed fluor: Texas Red fluorescence interference in TRb-SRC2 counter-screen; Potency, µM (doses to about 106 µM), for the others: at the top dose fluorescence change, negative = quenching; 0.29% of 280,000 active; TRb/SRC2 Texas Red total fluorescence interference; active = well fitted curve in either direction with a large enough effect; inconclusive = small, poorly fitted or top-dose-only effect; note: % is set by controls: 0 for no effect and ±100 for the full control effect
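Human TRβ ligand-binding domain (0.6 uM) and Texas Red SRC2 peptide (20 nM) in Tris buffer with 1 uM T3 and 5% DMSO were incubated with pinned compound for 5 hr at ambient temperature. Total fluorescence was computed as S + 2P (555/632 nm).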
HTT cytoprotect: cytoprotection in Huntington HTT-Q103 PC12 cell model. PC12 HTT-Q103 induced, cytoprotection, ATP luminescence, 40 h. 0.14% of 230,000 active. Potency, µM (top dose mostly 56.4 µM), for inactives: cytoprotection (ATP increase), usual class: activators. AID 1471;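 note: % of control where 0% means no effect; nearly all actives have a fitted effect of over 45% in size; toxic huntingtin expression switched on by the ecdysone agonist tebufenozide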
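PC12 cells with ecdysone-inducible HTT exon 1 Q103-GFP, induced with 100 nM tebufenozide and co-treated with library compounds in a dose series (1536-well, 1500 cells/well). Cytoprotection read as ATP content by ATPlite luminescence.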
Tau fluor counter: counter-screen for tau fibril formation inhibitors | tau K18 P301L Alexa594 fluorescence, heparin fibrillization | Potency, µM (doses to about 57.7 µM), without a hit: at the highest dose activity change, negative = decrease | 0.93% of 280,000 active | AID 1463; note: % is set by controls: 0 for no effect and ±100 for the full control effect; nearly all actives have a fitted effect of over 55% in size
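Human tau K18 P301L (15 uM unlabeled, 0.24 uM Alexa 594-labeled) in 100 mM sodium acetate pH 7 with 20 uM heparin, 6 hr at 37 C. ThT 30 uM added, 1 hr ambient; Alexa 594 FP and total fluorescence read at 555/632 nm.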
TRb SRC2 PPI: TRbeta-SRC2 interaction inhibition; P10828; TRbeta-SRC2 peptide binding, fluorescence polarization; receptor liganded with 1 µM T3; Potency, µM (series often up to 106 µM), inactives show top-dose activity change, negative = inhibition, hits mostly inhibitors; 0.065% of 280,000 active; AID 1469;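 note: plate controls were bound peptide for no effect and peptide without receptor for full effect; nearly all actives have a fitted effect of over 50% in size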
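Fluorescence polarization of 20 nM Texas Red SRC2 peptide with 0.6 uM human TRb ligand-binding domain, in Tris buffer with 1uM T3 and 5% DMSO. Incubated 5 hr ambient; normalized to unbound and bound controls.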
RECQ1 inh: inhibitors of human RECQ1 DNA helicase; RECQ1 DNA unwinding, red fluorescence kinetic read; P46063; 0.54% of 240,000 active; Potency, µM (doses to about 57.3 µM), without a hit: top-dose activity, negative = inhibition, most hits filed as inhibitors;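 note: plate controls were vehicle for no effect and no enzyme for full effect; nearly all actives have a fitted effect of over 30% in size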
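50 nM RECQ1T1 preincubated 15 min with compound in Tris pH 8.0 buffer with MgCl2, DTT, Tween-20 and 2.5 ug/ml poly(dI-dC); started with 200 nM TAMRA/BHQ-2 forked duplex and 2 mM ATP. Unwinding read as fluorescence (525/598 nm), two reads 2 h apart.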
* hit, by the source's call; i = inactive; ? = inconclusive; . = not tested or not shown; [ ] = another dose, or the depositor's remark. Unless noted, calls come from the whole dose curve; as a rule, active = well fitted curve in the direction sought with a large enough effect; inconclusive = small, poorly fitted or top-dose-only effect, or another doubt; inactive = no such curve, though single readings can be large; an effect the other way counts as inactive or inconclusive. Potency is the fitted concentration of half-maximal effect. Not all compounds are listed; rates above refer to the full screens.

canonical_smiles | Tau fibril ThT | Tau fibril FP | L3MBTL1 block | TexasRed fluor | HTT cytoprotect | Tau fluor counter | TRb SRC2 PPI | RECQ1 inh
COCCNC(=S)N1CCC(NC(=O)Nc2ccc(C)cc2)CC1 | -4.3% | 4.5% | -5.2% | -2.2% | 4.6%[10 µM] | -9.4% | -6.2% | -13.5%
O=C(Nc1ccc2ncccc2c1)c1cc(Cl)ccc1Cl | -12.5% | -13.7% | -2.1% | -2.3% | -31.9% | -10.1% | -3.7% | -28.7%
O=C(O)CCC(=O)N(Cc1ccco1)c1nc(-c2ccccc2)cs1 | -14.1% | -4.5% | -10.4% | -0.5% | -9.4% | -4.6% | 7.7% | -7.6%
COc1ccc(S(=O)(=O)Nc2nc3ccccc3s2)cc1 | -14.4% | 1.7% | . | -5.4% | -11.7% | -14.6% | 0.1% | i
NNc1nnnc2c1sc1nc(N3CCOCC3)c3c(c12)CCCC3 | . | -1.4% | . | 0.3% | 8.8%[10 µM] | -11.7% | 1.0% | -8.0%
Cc1ccc2[nH]cc(CCNC(=O)/C=C/c3ccco3)c2c1 | -16.1% | 9.6% | -21.4% | 0.3% | -5.6%[10 µM] | -10.6% | -2.8% | -4.4%
CCOc1ccc(NC(=O)CSc2nnc(N)s2)c([N+](=O)[O-])c1 | -22.6% | 7.1% | . | -1.1% | -39.7% | -3.5% | -4.2% | 3.0%
CCCCc1c(C)nn(-c2nnc3c4ccccc4n(CC)c3n2)c1C | -2.7% | -2.1% | -20.7% | 0.1% | -7.3% | -8.4% | -3.0% | -1.7%
CCOc1ccc2c(c1)sc(N)[n+]2Cc1cc(C)cc2cccnc12 | -12.7% | 0.1% | -9.0% | -1.3% | -56.4%[inhibitor][10 µM] | -2.3% | -7.3% | 0.5%
Cc1nc(N)nc(C)c1Cc1ccccc1 | 0.9% | -2.9% | 1.1% | -0.3% | 0.1% | -0.5% | -2.5% | i
O=S(=O)(c1ccc(-c2csc(=Nc3ccc(OC(F)(F)Cl)cc3)n2CCCO)cc1)N1CCCC1 | ? | ? | . | 3.3% | . | -26.4% | -1.8% | .
Cc1nn(-c2ccc(Cl)cc2)c2sc(C(=O)c3c(N)n(C)c(=O)n(C)c3=O)cc12 | -9.0% | -12.2% | 2.7% | -1.7% | -16.2% | -9.0% | 7.1% | -2.2%
O=C(Nc1cnn(Cc2ccc(Cl)cc2)c1)C1CCCC1 | 3.7% | 2.6% | -18.1%[11.4 µM] | 1.0% | -140.6%[inhibitor][0.074 µM] | -2.9% | -19.9% | i
CCC/C=C(\CCC)C(NC(=O)C(C)(C)C)c1ccc(C(=O)OC)cc1 (configuration not stated) | -5.7% | 14.2% | . | 1.4% | -2.0% | 3.2% | 0.0% | i
Cc1ccc(C)c(-n2cc(CN3CCCN(C=O)CC3)c(-c3ccccc3)n2)c1 | -6.3% | -1.3% | -2.7% | -3.4% | -19.3% | -2.2% | -2.7% | -5.5%
Cc1nn(-c2ccc(F)cc2)c(-n2cccc2)c1C(=O)N1CCN(c2ccccc2F)CC1 | ? | 4.7% | . | -2.9% | . | -7.8% | 4.6% | .
Cc1ccn2cc(-c3cccc(NS(C)(=O)=O)c3)nc2c1 | -14.6% | -2.1% | -5.5% | -2.5% | -14.8%[10 µM] | -3.6% | 1.4% | -9.2%
Cc1ccc(S(=O)(=O)N2CCSC2c2ccco2)cc1 (configuration not stated) | -8.4% | 0.7% | -2.4% | -1.8% | 3.1% | -10.8% | 2.6% | -2.8%
O=C(COc1ccccc1[N+](=O)[O-])c1ccccc1 | 11.7% | 9.5% | 43.1%[activator] | -7.7% | -9.6% | 8.2% | -4.3% | i
C/C(=C/c1ccccc1)C(=O)N1CC(C)OC(C)C1 (configuration not stated) | 2.0% | 1.2% | -10.1% | -0.8% | . | 2.6% | 7.6% | i
Cc1cc(=O)[nH]c2c1c(-c1ccccc1)nn2C | -1.9% | 1.8% | 5.0% | -0.4% | 20.1%[10 µM] | -4.0% | -0.5% | i
COc1ccccc1OCCCOc1c(C)cc(C)cc1Br | ? | -4.1% | 43.0%[activator] | 2.2% | 21.1%[10 µM] | -10.7% | 4.0% | 1.4%
O=C(COC(=O)c1ccc[nH]c1=O)NCCc1ccc(F)cc1 | 1.9% | 7.1% | 10.6% | -1.8% | . | 3.7% | -0.6% | -16.3%
O=S(=O)(NCc1ccccc1)NCc1ccccc1F | -8.3% | -2.7% | -6.2% | -1.6% | -35.6%[inhibitor] | -3.6% | 5.9% | 7.2%
Oc1[nH]c2ccccc2c1OCc1ccncc1 | -0.4% | -1.4% | -1.7% | -3.0% | -5.5% | 0.0% | -7.8% | -14.4%

Reprinted from the part before: 3 compounds, followed by the next part.
canonical_smiles | Tau fibril ThT | Tau fibril FP | L3MBTL1 block | TexasRed fluor | HTT cytoprotect | Tau fluor counter | TRb SRC2 PPI | RECQ1 inh
O=C(COC(=O)c1ccc[nH]c1=O)NCCc1ccc(F)cc1 | 1.9% | 7.1% | 10.6% | -1.8% | . | 3.7% | -0.6% | -16.3%
O=S(=O)(NCc1ccccc1)NCc1ccccc1F | -8.3% | -2.7% | -6.2% | -1.6% | -35.6%[inhibitor] | -3.6% | 5.9% | 7.2%
Oc1[nH]c2ccccc2c1OCc1ccncc1 | -0.4% | -1.4% | -1.7% | -3.0% | -5.5% | 0.0% | -7.8% | -14.4%
CC(=O)c1ccc(-c2cccc(-c3cc(=O)oc4ccc(C(C)(C)C)cc34)c2)cc1 | -15.5%[81.4 µM] | -9.0%[81.3 µM] | -10.4% | -0.9% | -32.7%[inhibitor] | -19.8%[81.3 µM] | 9.7% | -11.1%[81.1 µM]
COc1cc(C2NC(=O)c3c(sc4c3CCN(C)C4)N2)cc(Br)c1OC(=O)c1ccc(C)cc1 (configuration not stated) | ? | ? | . | -13.6% | . | -24.6% | 1.9% | .
Brc1ccc(N=C(c2ccccc2)c2ccncc2)cc1 | -5.3% | -0.7% | 4.2% | -0.5% | -13.3%[10 µM] | -2.6% | 1.0% | -3.3%
Cc1csc(-c2cnn(-c3ccccc3)c2NC(=O)c2ccc(C(F)(F)F)cc2)n1 | -21.5% | 10.1% | . | -5.0% | -14.7% | -18.0% | 0.2% | i
O=S(=O)(Cc1ccccc1Cl)NCCc1ccccc1 | 2.8% | -1.0% | 7.4% | -2.0% | . | -2.3% | -4.3% | i
COc1ccc(NC(=O)CSc2nnc(C3CC3)n2N)cc1 | -2.5% | -3.6% | -3.9% | -1.9% | -7.5% | -3.4% | -3.3% | 4.7%
CN1CCC(OC(=O)Cc2ccc(Cl)cc2)CC1 | -1.9% | 6.2% | -23.5% | -4.1% | -0.7%[10 µM] | -2.2% | 1.5% | i
O=C(O)c1csc(-c2cccc(Cl)c2)n1 | . | -8.3% | . | -3.7% | 0.1%[10 µM] | 10.2% | -0.7% | -3.0%
C=C1C(=O)[C@@]23[C@H](O)C[C@@H]4C(C)(C)CC[C@H](O)[C@]4(C)[C@@H]2C[C@H](O)[C@@H]1[C@H]3O | -16.4% | -6.8% | 0.6% | -5.9% | . | -5.9% | -4.6% | -9.2%
O=C(O)c1ccc2ncsc2c1 | 6.2% | -0.3% | 10µM* | -0.6% | -1.7%[10 µM] | 7.6% | -2.8% | i
COc1ccc(C2/C(=C(\O)c3cccc(OC)c3)C(=O)C(=O)N2c2ccccn2)cc1 (configuration not stated) | -8.4% | 1.1% | 25.9% | . | -20.5% | -1.2% | . | -7.2%
Fc1ccc(C(CNC(=S)NC2CCCCC2)N2CCOCC2)cc1 (configuration not stated) | -6.3% | 4.2% | 5.7% | -3.5% | -5.6%[10 µM] | -11.7% | -2.4% | 6.3%
CCc1cc2cccc(C)c2nc1SCC(=O)Nc1nonc1C | -5.4% | ? | -0.9% | -2.2%[53 µM] | 1.2%[10 µM] | -2.7% | 6.7%[53 µM] | 19.4%
CCc1sc(Nc2cccc(Cl)c2)nc1-c1cc2cccc(OC)c2oc1=O | -17.9% | 1.3% | . | -0.3% | . | ? | -4.5% | .
COc1cc(C(=O)Nc2cccc(C(C)=O)c2)cc(OC)c1OC | -1.7% | -0.5% | 0.2% | -0.8% | -0.7%[10 µM] | -2.1% | -4.6% | -5.3%
CCOc1ccc(C(=O)NC(=S)Nc2cccc(S(=O)(=O)NC3=NCCC3)c2)cc1 | -11.3% | -3.4% | 6.7% | 1.6% | -102.5%[inhibitor] | -3.8% | 7.6% | i
O=C(O)c1cccc(N/N=C/C2=C(Cl)c3cc(Cl)ccc3SC2)c1 | 6.31µM* | ? | . | ? | -3.1% | ? | 13.8% | ?
CCC(CC)NC(=O)c1cc([N+](=O)[O-])ccc1N1CCOCC1 | 1.9% | 3.7% | -1.3% | -0.5% | 13.4%[10 µM] | 0.6% | 2.7% | -1.0%
CC(C)C(=O)Nc1ccc2oc(=O)ccc2c1 | -4.3% | -2.5% | 1.2% | -1.0%[53 µM] | 10.0%[10 µM] | -7.1% | -1.4%[53 µM] | i
CCCCC(=O)Nc1ccc(Br)cn1 | -8.1% | -10.6% | . | -1.7% | 4.5% | -11.0% | -5.9% | -4.9%
CN(CC(=O)Nc1cccc(F)c1)CC(=O)Nc1cccc(S(N)(=O)=O)c1 | -2.1% | -3.7% | . | -2.1% | -0.6%[10 µM] | -2.1% | 0.0% | -3.2%
CCCN1CCN(C(=O)c2cn(CC(C)C)c(=O)c3cc(OC)c(OC)cc23)CC1 | -5.7% | 2.0% | . | -5.5% | -14.9% | -6.6% | -3.1% | -6.3%
COc1cc2c(cc1OC)CN(C1CC(=O)N(c3c(C)cccc3C)C1=O)CC2 (configuration not stated) | -17.1% | 9.6% | . | 0.4% | -12.0% | -14.8% | -4.2% | -3.1%
Cc1cccc(NC(=O)C(C)Oc2ccccc2C)n1 (configuration not stated) | 1.4% | -4.2% | 13.4% | -0.9% | 5.9%[0.074 µM] | 0.9% | -3.8% | -4.2%
Cc1ccccc1NC(=S)NC(C)CCc1ccccc1 (configuration not stated) | -5.2% | 3.3% | 5.3% | -3.5% | 7.5%[10 µM] | -9.7% | -3.1% | -10.2%
